KCNQ1 block: blocks the human KCNQ1 potassium channel; CHO-K1 KCNQ1, FluxOR thallium flux fluorescence; stronger effect = higher value; B-score at 10 µM; 1.3% of 310,000 active; AID 2642;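 active = compounds whose thallium flux B-score, printed positive for inhibition, exceeds three library SD while starting fluorescence stays within three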;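 note: channel opened by potassium depolarization with thallium stimulus after 20 min compound exposure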
Target sequence (P51787 whole entry, looked up): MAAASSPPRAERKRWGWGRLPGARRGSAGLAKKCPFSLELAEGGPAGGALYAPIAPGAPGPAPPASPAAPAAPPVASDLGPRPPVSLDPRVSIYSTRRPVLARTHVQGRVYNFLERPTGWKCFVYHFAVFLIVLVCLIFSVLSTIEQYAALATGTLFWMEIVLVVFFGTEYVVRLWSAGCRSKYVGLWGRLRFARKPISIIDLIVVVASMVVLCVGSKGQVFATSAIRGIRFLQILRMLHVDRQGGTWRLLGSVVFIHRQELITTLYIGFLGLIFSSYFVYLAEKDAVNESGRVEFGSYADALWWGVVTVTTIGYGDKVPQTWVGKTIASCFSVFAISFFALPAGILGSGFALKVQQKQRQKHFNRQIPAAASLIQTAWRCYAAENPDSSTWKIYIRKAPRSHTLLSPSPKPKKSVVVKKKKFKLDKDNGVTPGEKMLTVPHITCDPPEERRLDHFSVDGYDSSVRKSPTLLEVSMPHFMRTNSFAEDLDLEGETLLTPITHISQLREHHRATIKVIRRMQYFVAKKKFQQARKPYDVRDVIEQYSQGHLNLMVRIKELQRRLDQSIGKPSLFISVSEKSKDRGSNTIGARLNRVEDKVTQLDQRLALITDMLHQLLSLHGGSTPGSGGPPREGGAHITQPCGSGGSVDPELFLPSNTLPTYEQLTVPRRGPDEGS
SKKanGAS inh: blocks kanamycin growth of S. pyogenes SKKanGAS strain; BacTiter-Glo, 6 h; inhibition, % at 7.5 µM; 1.3% of 300,000 active;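 active = mean replicate score, as percent of positive control median, at least 50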;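 note: strain carries kanamycin resistance gene driven by streptokinase promoter and grows in 40 µg/ml kanamycin; loss of luminescence reflects streptokinase promoter inhibition or plain growth inhibition; 0% = median of DMSO wells and 100% = positive control at its reference dose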
HDAC3 inhib: inhibitors of human histone deacetylase 3. O15379. recombinant HDAC3, fluorogenic peptide/trypsin coupled, fluorescence. inhibition, % at 8.3 µM. 0.15% of 320,000 active; in the data active = inhibition above about 26%, passing the limit was not always enough
KCNK3 block: human KCNK3 channel inhibition, primary screen; AID 602410; CHO-KCNK3 thallium flux, FluxOR fluorescence; stronger effect = lower value; 0.84% of 340,000 active; O14649; B-score at 10 µM;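 active = B-score under library mean minus 4 SD, starting fluorescence ratio at most library mean plus 5 SD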;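 note: more negative B-score means stronger inhibition of thallium flux through KCNK3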
hERG rescue: hERG (human) protection from proarrhythmic block. Q12809. CHO-hERG, FluxOR thallium flux, dofetilide IC70 present. activation (rescue from dofetilide block), less the hit threshold, % at 10 µM. 0.51% of 310,000 active;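 active = activation above the mean of controls blocked by dofetilide plus 5 SD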;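 note: thallium influx through hERG after potassium depolarization seen as dye fluorescence rise; in these data hits start at about 4.7%; inactives centre near -7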
ANO1 block: mouse TMEM16A channel inhibition, primary screen; Q8BHY3; HEK293 TMEM16A/YFP iodide influx fluorescence, ionomycin; normalized B-score (activity score, 25-100; higher = stronger inhibition) at 10 µM; 1.2% of 310,000 active; AID 588511;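 active = ratio plate-corrected score three or more library SD toward inhibition, starting fluorescence score within five deviations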;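 note: score derived from kinetic fluorescence span divided by baseline fluorescence per well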
RGS4 block: inhibitors of human RGS4 | 0.45% of 310,000 active | P49798 | HEK293 M3R/RGS4 inducible, Fluo-4 calcium flux; stronger effect = higher value; triggered by carbachol at its EC20 | B-score at 10 µM;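 active = B-score, a plate-corrected calcium signal, over three deviations above library mean, with baseline fluorescence within five deviations of library mean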;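 note: RGS4 expression induced by doxycycline in cells with stable M3 receptor; B-score is computed from the integrated fluorescence ratio over baseline after carbachol; higher B-score means a larger calcium signal and so more RGS4 inhibition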
KCNQ1 act: potentiates or activates the human KCNQ1 potassium channel | P51787 | CHO-K1 KCNQ1, thallium flux FluxOR fluorescence; stronger effect = higher value | B-score at 10 µM | 0.35% of 310,000 active;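 active = fluorescence ratio B-score, a plate-corrected score, at least three library SD, with initial intensity B-score within 5 SD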
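Test system: CHO-K1 cells stably expressing KCNQ1 / Medium: assay buffer / Also added: depolarizing K+/Tl+ stimulus, K2SO4 and Tl2SO4 each 12.5 mM in 5x stock / Incubation: 90 min dye loading and 20 min compound exposure, both at room temperature / Signal: thallium influx via FluxOR fluorescence, kinetic imaging / Evaluation: B score of baseline-normalized fluorescence ratio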
RGS4 act: RGS4 potentiation or activation; HEK293 M3R/inducible RGS4, carbachol calcium flux Fluo4; stronger effect = lower value; B-score at 10 µM; 0.92% of 310,000 active;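 active = B-score of the integrated calcium signal more than 4 SD below the library mean, with starting fluorescence not abnormally high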;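 note: negative B-score means reduced calcium response which marks RGS4 activation or potentiation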
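test system = HEK293 cells with stable M3R and inducible RGS4 | schedule = recording 10 s baseline at 1 Hz, 100 s post-agonist | technique = Fluo4-AM (2 µM) calcium-flux fluorescence, kinetic read | measure = Agonist-evoked peak-minus-minimum fluorescence over baseline, integrated ratio, B score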
KCNK9 block: blocks the human KCNK9 two-pore domain potassium channel; Q9NPC2; HEK293 KCNK9, FluxOR thallium flux fluorescence; stronger effect = lower value; B-score at 10 µM; 1.2% of 310,000 active;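 active = ratio B-score over 3 SD below the library mean, with starting fluorescence within 5 SD of its mean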;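 note: negative B-score means less thallium flux so channel inhibition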
Target sequence (Q9NPC2 whole entry, looked up, the tested form may be a part): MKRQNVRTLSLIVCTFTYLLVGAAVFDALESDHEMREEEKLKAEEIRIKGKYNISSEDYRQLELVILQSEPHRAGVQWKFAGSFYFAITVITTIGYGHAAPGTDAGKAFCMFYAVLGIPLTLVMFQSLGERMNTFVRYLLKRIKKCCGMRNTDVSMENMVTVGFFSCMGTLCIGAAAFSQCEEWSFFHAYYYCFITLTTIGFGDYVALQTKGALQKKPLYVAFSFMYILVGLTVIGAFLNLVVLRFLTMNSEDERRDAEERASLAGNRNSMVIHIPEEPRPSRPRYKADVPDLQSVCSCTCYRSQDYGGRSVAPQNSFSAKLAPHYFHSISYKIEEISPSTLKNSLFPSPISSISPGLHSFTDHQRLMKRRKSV
TMEM16A act: activates or potentiates the mouse TMEM16A chloride channel; Q8BHY3; HEK293 TMEM16A/YFP-H148Q/I152L, iodide quench fluorescence; stronger effect = lower value; B-score at 10 µM; 0.3% of 340,000 active;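 active = fluorescence-ratio B-score plate-corrected deviation score at least 3 library SD below zero, with starting fluorescence score within 5 deviations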;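 note: channel opened by trigger with iodide after compound preincubation; score built on the fluorescence ratio of max minus min over baseline; more negative score means more quench and so TMEM16A activation or potentiation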
* hit, by the source's call; i = inactive; / = no result given.

SMILES | KCNQ1 block | SKKanGAS inh | HDAC3 inhib | KCNK3 block | hERG rescue | ANO1 block | RGS4 block | KCNQ1 act | RGS4 act | KCNK9 block | TMEM16A act
Cc1cc(C)c2[nH]c(=O)c(CN(Cc3ccccc3)C(=S)NCCCN(C)C)cc2c1 | i | -1.7 | -1.2 | i | -13.2 | i | i | i | i | i | i
O=C(O)Cn1c(=O)cnc2ccccc21 | i | -5.8 | -6.0 | i | -10.3 | i | i | i | i | i | i
COc1ccc2[nH]c3c(=O)n(/N=C/[C@H]4C(C)C=C(C)CC4C)c(=O)[nH]c3c2c1 (stereo not given in full) | i | 6.3 | -11.6 | i | -18.2 | i | i | i | i | i | -15.8*
COC(=O)c1c(NC(=O)CN2CCN(c3ncccn3)CC2)sc(C(N)=O)c1C | i | -0.8 | -0.8 | i | -1.7 | i | i | i | i | i | i
COc1ccccc1NC(=O)Cc1nnc(SCC(=O)Nc2ccc(F)cc2F)n1C | i | -0.3 | -1.3 | i | -1.6 | i | i | i | i | i | i
COC(=O)c1c(C(=O)OC)c(-c2ccc(F)cc2)n2c1CSC2 | i | -3.3 | 10.4 | i | -1.4 | i | i | i | i | i | i
CSc1ncc(CN2CCc3c([nH]c4ccccc34)C2C(C)(C)C)cn1 (stereo not given) | i | 51.5* | -7.1 | i | -2.7 | i | i | i | i | i | i
CCc1ccc(N2CCN(S(=O)(=O)CC34CCC(CC3=O)C4(C)C)CC2)cc1 (stereo not given) | i | -7.3 | -10.3 | i | -9.6 | i | i | i | i | i | i
COc1ccc(N(C(C)C(=O)NCCSCc2cccc(Cl)c2)S(C)(=O)=O)cc1 (stereo not given) | i | 7.1 | 3.0 | i | -3.9 | i | i | i | i | i | i
Cn1c(=O)c2c(SCc3ccccc3)nc(C3CC3)nc2n(C)c1=O | i | 43.3 | 3.6 | i | -6.3 | i | i | i | i | i | i
O=C(COC(=O)c1nc(Cl)ccc1Cl)NC1CCCCCC1 | i | 10.5 | -0.5 | i | -4.3 | i | i | i | i | i | i
Cc1ccc(N(CC(=O)N/N=C/c2cccs2)S(C)(=O)=O)cc1 | i | -6.8 | -0.2 | i | -6.2 | i | i | i | i | i | i
CCN(C(=O)c1cn(C)c(=O)c2cc(OC)c(OC)cc12)c1cc(C)ccc1C | i | 3.0 | -10.7 | i | -9.1 | i | i | i | i | i | i
CCc1cc(C(=O)NNC(=S)NC(C)c2ccccc2)cs1 (stereo not given) | i | 0.6 | -7.4 | i | -13.4 | i | i | i | i | i | i
N#C/C(=N\Nc1cc(Cl)cc(Cl)c1)c1nnc2n1CCCCC2 | i | -1.7 | 5.4 | i | -9.4 | i | i | i | i | i | i

Next section, starting with the last 4 of the part before.
SMILES | KCNQ1 block | SKKanGAS inh | HDAC3 inhib | KCNK3 block | hERG rescue | ANO1 block | RGS4 block | KCNQ1 act | RGS4 act | KCNK9 block | TMEM16A act
Cc1ccc(N(CC(=O)N/N=C/c2cccs2)S(C)(=O)=O)cc1 | i | -6.8 | -0.2 | i | -6.2 | i | i | i | i | i | i
CCN(C(=O)c1cn(C)c(=O)c2cc(OC)c(OC)cc12)c1cc(C)ccc1C | i | 3.0 | -10.7 | i | -9.1 | i | i | i | i | i | i
CCc1cc(C(=O)NNC(=S)NC(C)c2ccccc2)cs1 (stereo not given) | i | 0.6 | -7.4 | i | -13.4 | i | i | i | i | i | i
N#C/C(=N\Nc1cc(Cl)cc(Cl)c1)c1nnc2n1CCCCC2 | i | -1.7 | 5.4 | i | -9.4 | i | i | i | i | i | i
O=C(c1cc(-c2ccc(Cl)c(Cl)c2)on1)N1CCOCC1 | i | -2.7 | -1.0 | i | -7.8 | i | i | i | i | i | i
O=c1ccc(-c2ccccc2)nn1Cc1ccccc1 | i | -2.9 | 6.4 | i | -1.9 | i | i | i | i | i | i
CCCCNC(=O)C1(NC(=O)Nc2ccc(C)cc2)CCCCC1 | i | -11.4 | 2.7 | i | -3.9 | i | i | i | i | i | i
O=C(CSc1nc2ccccc2s1)N/N=C/c1ccco1 | i | -8.7 | -4.1 | i | -6.0 | i | i | i | i | i | i
COc1ccc(C(=O)OCC(=O)c2ccc(Br)s2)c(OC)c1 | i | -7.9 | 9.3 | i | -16.8 | i | i | i | i | i | i
CC1(NC(=O)c2cccc(S(=O)(=O)N3CCN(c4ccc(F)cc4)CC3)c2)CCS(=O)(=O)C1 (stereo not given) | i | -1.8 | 0.2 | i | -11.4 | i | i | i | i | i | i
Cc1cc(N2CCN(c3cccc(C(F)(F)F)c3)CC2)n2ncnc2n1 | i | -0.2 | 12.2 | i | -3.2 | i | i | i | i | i | i
N#Cc1ccc(CSc2nc(N)cc(N)n2)cc1 | i | -1.0 | -1.6 | i | -7.5 | i | i | i | i | i | i
COc1ccc(/C=C/C(=O)NC(=S)NN2CCCCC2c2cccnc2)cc1 (stereo not given) | i | -7.9 | 9.5 | i | -14.8 | i | i | i | i | i | i
C/C(=N\NC(=O)C(c1ccncc1)N1CCOCC1)c1ccc(Br)cc1 (stereo not given) | i | -0.4 | -1.2 | i | -3.7 | i | i | i | i | i | i
O=C(NNc1c(Cl)cncc1Cl)c1cccs1 | i | -12.6 | 9.4 | i | -8.5 | i | i | i | i | i | i
CC1CCN(c2ccc(C(=O)O)cc2)CC1 | i | 6.0 | 1.4 | i | 1.2 | i | i | i | i | i | i
CC1(c2ccccc2)NC(=O)N(CC(=O)NC(=O)NCc2ccco2)C1=O (stereo not given) | i | -0.2 | -4.8 | i | -5.7 | i | i | i | i | i | i
COc1ccc(NC(=O)c2cc(-c3ccccc3O)n[nH]2)cc1Cl | i | 1.3 | 12.0 | i | -0.1 | i | i | i | i | i | i
O=C(NCC1CCCO1)c1ccc(Cl)c(S(=O)(=O)N2CCCCC2)c1 (stereo not given) | i | 0.8 | -1.2 | i | -3.1 | i | i | i | i | i | i
COc1ccc2c(c1O)-c1ccccc1CCN(C)C2 | i | 0.3 | -9.0 | i | -8.6 | i | i | i | i | i | i
O=C(NCc1ccccc1)C1=C[C@H](c2coc3ccccc3c2=O)C[C@H](OCc2ccc(CO)cc2)O1 | i | 8.8 | -7.3 | i | -12.9 | i | i | i | i | i | i
COc1cccc2cc(C(N)=O)/c(=N/NC(=O)COc3ccc(Cl)cc3)oc12 | i | -2.4 | / | / | -3.9 | i | i | i | i | i | /
COc1ccc(C(C(=O)NC2CCCCC2)N(Cc2cccs2)C(=O)Cc2c[nH]c3ccccc23)cc1 (stereo not given) | i | 28.5 | -9.2 | i | -8.8 | i | i | i | i | -7.26* | i
CC(=O)OCc1c(COC(C)=O)[n+](=O)c2ccccc2n1[O-] | i | 15.2 | 0.3 | i | -3.4 | i | i | i | i | i | i
COc1cccc(CN2CCC(C(=O)N3CCN(Cc4ccc5c(c4)OCO5)CC3)CC2)c1 | i | -3.0 | -12.5 | i | -5.1 | i | i | i | i | i | i
CC(=O)Nc1ccc(C(=O)OCC(=O)c2ccc(C)c([N+](=O)[O-])c2)cc1 | i | -7.8 | -0.7 | i | -5.5 | i | i | i | i | i | i
CCOc1cc(C(=S)N2CCOCC2)ccc1O | i | 1.4 | 6.8 | i | -8.2 | i | i | i | i | i | i
CN(CCC#N)C(=O)Cn1nc(Cc2ccncc2)c2ccccc2c1=O | i | -1.8 | 3.1 | i | -4.7 | i | i | i | i | i | i
O=C(NC1CCCCC1)C(c1ccc2ncccc2c1)N(Cc1cccs1)C(=O)c1cccs1 (stereo not given) | i | 17.3 | -6.6 | i | -7.4 | i | i | i | i | i | i
COc1ccc(/C=C(\NC(=O)c2ccccc2)C(=O)NCc2cccnc2)cc1 | i | -8.9 | 4.8 | i | -10.5 | i | i | i | i | i | i
O=C(CCCCCN1C(=O)c2cccc3cccc(c23)C1=O)NCCCO | i | -3.2 | -4.2 | i | -4.2 | i | i | i | i | i | i
CC(OC(=O)c1ccc2noc(-c3ccccc3)c2c1)C(N)=O (stereo not given) | i | 6.6 | -1.0 | i | 2.4 | i | i | i | i | i | i
CCOC(=O)Cc1csc(NC(=O)c2cc(OC)cc(OC)c2)n1 | i | -10.9 | -3.0 | i | -3.6 | i | i | i | i | i | i
COC(=O)Nc1sc2c(c1C(=O)NCc1ccco1)CCC2 | i | -9.5 | -11.2 | i | -8.3 | i | i | i | i | i | i

Structures listed so far that bear a hit mark in TMEM16A act.
Structure | KCNQ1 block | HDAC3 inhib | KCNK3 block | RGS4 block | KCNK9 block | TMEM16A act
COc1ccc2[nH]c3c(=O)n(/N=C/[C@H]4C(C)C=C(C)CC4C)c(=O)[nH]c3c2c1 (stereo not given in full) | i | -11.6 | i | i | i | -15.8*

Continued.
SMILES | KCNQ1 block | SKKanGAS inh | HDAC3 inhib | KCNK3 block | hERG rescue | ANO1 block | RGS4 block | KCNQ1 act | RGS4 act | KCNK9 block | TMEM16A act
CCOC(=O)N1CCN(C(=O)C2CCN(S(=O)(=O)c3ccc(F)cc3)CC2)CC1 | i | 1.2 | 0.9 | i | -9.4 | i | i | i | i | i | i
O=C1CC(O)(C(F)F)Oc2ccc3ccccc3c21 (stereo not given) | i | -4.2 | -30.2 | i | -4.9 | i | i | i | i | i | i
COc1ccc(-c2csc(NC(C)c3nc4cc(Cl)c(Cl)cc4n3CCCO)n2)cc1 (stereo not given) | i | 34.3 | 11.3 | i | -14.1 | i | i | i | i | i | i
COC(=O)CN(C#N)c1nc(NCc2ccccc2)nc(OC)n1 | i | 1.6 | -2.8 | i | -4.3 | i | i | i | i | i | i
CN(C)CCCNC(=O)C1(O)c2cc(Br)ccc2NC(=O)N1c1c(F)cccc1F (stereo not given) | i | 1.6 | 1.9 | i | -3.1 | i | i | i | i | i | i
Cc1ccc(COCCN2CCN(S(=O)(=O)c3ccc(C)cc3)CCC2=O)cc1 | i | -8.7 | -10.1 | i | -5.1 | i | i | i | i | i | i
O=C(CSc1nncn1-c1ccccc1)Nc1ccc(N2CCOCC2)cc1 | i | -4.8 | -8.8 | i | -9.1 | i | i | i | i | i | i
O=C(NCCc1cccc(Cl)c1)c1ccc2c(c1)OCO2 | i | -4.2 | 9.1 | i | -8.1 | i | i | i | i | i | i
CCN(CC)S(=O)(=O)c1ccc(Cl)c(C(=O)Nc2cc(C)nn2-c2ccccc2C(F)(F)F)c1 | i | -3.9 | -0.2 | / | -17.6 | i | i | i | i | i | /

Screens from PubChem BioAssay.
